GAA glycogen: GAA glycogen-cleavage inhibition or activation; P10253; recombinant GAA, glycogen substrate, Amplex Red glucose oxidase fluorescence; Potency, µM (doses to about 76.4 µM), for inactives: at the top dose activity change, negative = inhibition, hits mostly inhibitors; 300,000 tested, 0.38% active; AID 2100; active = well fitted inhibition curve with a large enough effect; inconclusive = small, poorly fitted or top-dose-only effect, or another doubt; inactive = no such curve, though single readings can be large or run the other way;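 also: 0% = full enzyme reaction and -100% = no-enzyme basal signal; the screen sought inhibitors and activators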
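Natural-substrate format: glycogen cleavage by 4 nM human enzyme, glucose read by Amplex Red coupling (Ex 573, Em 610 nm). Normalized to enzyme and no-enzyme controls.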
* hit, by the source's call; ? = inconclusive; [ ] = dose if it differs, or a comment. Potency is read from the fitted curve at half-maximal effect. This is a subset. The share of hits here may be higher or lower than overall.

SMILES	GAA glycogen
O=C(CN(Cc1ccco1)C(=O)CNS(=O)(=O)c1ccc(F)cc1)NCc1ccco1	0%
COc1ccc(N2CC(C(=O)N3CCN(c4ccccc4)CC3)CC2=O)cc1 (configuration not stated)	-4%[76.3 µM]
CCOC(=O)N1CCN(C(=O)c2cc(COc3ccc(F)cc3F)on2)CC1	0%[76.3 µM]
Cc1ccc(S(=O)(=O)c2nnn3c2nc(NCc2ccc4c(c2)OCO4)c2sccc23)cc1C	-15%[76.3 µM]
COc1ccc(-c2csc(NC(=S)NC(=O)c3ccc4ccccc4c3)n2)cc1OC	-7%[76.3 µM]
O=C(C1CCCN(S(=O)(=O)c2cc(Cl)ccc2Cl)C1)N1CCCCCC1 (configuration not stated)	-4%[76.3 µM]
O=C(O)C(=O)/C(=C\c1ccsc1)c1ccc2ccccc2n1	-2%
Cc1ccc(NC(=O)CNCc2ccc(Cl)cc2Cl)cc1S(=O)(=O)N(C)C	-21%
Cc1nc(N(C)Cc2ccccc2)c2c(C)c(C)sc2n1	1%[76.3 µM]
N#Cc1c(-c2ccc(F)cc2)cc(-c2cccs2)nc1SCC(=O)O	3%
CCOCCCN(C(=O)CNC(=O)c1ccco1)C(C(=O)NC1CCCC1)c1cccc(OC)c1 (configuration not stated)	-1%
Cc1cc(=O)[nH]c(Nc2ccccc2C)n1	2%
COc1ccc(-c2cc(C)no2)cc1S(=O)(=O)N1CCOc2ccccc21	-6%[76.3 µM]
CCn1c(SCC(=O)NC2CC2)nnc1-c1ccc(OC)cc1	4%[76.3 µM]
CC(C)OCCCN1CC(=O)N2C(c3cccc([N+](=O)[O-])c3)c3[nH]c4ccccc4c3C[C@H]2C1=O (some centres not stated)	5%
O=C(NCCSCc1c(F)cccc1Cl)Nc1ccccc1	1%
Cc1ccc(Cn2c(C(=O)O)c(CNCc3ccc(C)o3)c3ccc(C)cc32)cc1	12%[76.3 µM]
COc1ccc(C)cc1NC(=O)CCNS(=O)(=O)c1cccc(C(F)(F)F)c1	-7%[76.3 µM]
O=C(COc1ccc(S(=O)(=O)Nc2ccccc2)cc1)NCc1ccccn1	-2%[76.3 µM]
CN(CC1CCCN(CCc2ccc(Cl)cc2)C1)C(=O)c1ccc2nc[nH]c2c1 (configuration not stated)	-2%[76.3 µM]
O=C(NCc1cc(F)ccc1F)C1CCC(=O)N(C2CCCCCC2)C1 (configuration not stated)	-4%[76.3 µM]
CCN(C(=O)c1cccnc1SC)C12CC3CC(CC(C3)C1)C2	3%[76.3 µM]
CCOC(=O)C1(Cc2cccc(Cl)c2)CCCN(C(=O)CCN2CCCC2=O)C1 (configuration not stated)	-8%[76.3 µM]
O=C(O)c1cccc(NC(=S)NC(=O)c2ccc3ccccc3c2)c1	-10%[76.3 µM]
NC(=O)COc1ccc(/C=N\NC(=O)c2ccc(-c3ccccc3)cc2)cc1	2%[76.3 µM]
SMILES	GAA glycogen
CC(C)=CCCC(C)CN1CCC(n2nccc2NC(=O)c2cccnc2)CC1 (configuration not stated)	-2%[76.3 µM]
COc1ccc(CNC(=O)CN(C(=O)CCC(=O)Nc2nccs2)c2ccc3c(c2)OCO3)cc1	-9%
Cc1cc(/C=C2\SC(=O)N(C)C2=O)c(C)n1-c1cccc(C(=O)O)c1	-3%
O/N=C/c1cc2ccccc2n1Cc1ccccc1F	-1%[76.3 µM]
COc1ccccc1-c1cnn2c(NC3CCCC3)cc(C)nc12	2%
Cn1c(=O)cc(Nc2ccc(Cl)cc2)[nH]c1=O	6%
COc1ccc(OC)c(NC(=O)CCCNC(=O)c2ccc(Cl)cc2)c1	0%
O=C(CCNS(=O)(=O)c1ccccc1C(F)(F)F)NCCCSc1ccccc1	-3%[76.3 µM]
COc1cc(NC(=O)Cc2ccc(OC)c(S(=O)(=O)N3CCOCC3)c2)c(OC)cc1Cl	-11%[76.3 µM]
Cc1cc(OCC(O)CN2CCOCC2)cc(C)c1Cl (configuration not stated)	13%[76.3 µM]
CC(CC(=O)N1CCN(S(=O)(=O)c2ccccc2)CC1)n1cncn1 (configuration not stated)	-10%
CCOc1ccc(CCNC(=O)Cn2nc(C)c3c(C)n(-c4ccccc4)nc3c2=O)cc1OCC	8%[76.3 µM]
O=C(c1cc(S(=O)(=O)N2CCCC2)c(Cl)cc1Cl)N1CCCC1	9%
O=C(N/N=C/c1ccc(OC(=O)c2ccco2)cc1)c1ccncc1	0%[76.3 µM]
COc1ccccc1N(CC1CO1)S(=O)(=O)c1ccc(C)cc1 (configuration not stated)	3%[76.3 µM]
COc1ccc(CNC(=O)CCNS(=O)(=O)c2cc(Br)cnc2N)cc1	-2%[76.3 µM]
Cc1ccc(NC(=O)N2CCCc3ccccc32)cc1C	0%[76.3 µM]
Cc1ccccc1C(=O)Nc1nnc(S(=O)(=O)N(C)Cc2ccccc2)s1	-6%[76.3 µM]
CN(CCCNC(=O)Cn1c(=O)c2cccn2c2ccccc21)Cc1ccccc1	-6%[76.3 µM]
COc1ccccc1C(=O)Nc1ccnn1C1CCN(Cc2ncc[nH]2)CC1	-13%[76.3 µM]
CCOC(=O)CN1C(=O)/C(=C/c2ccc(Cl)cc2)Oc2ccccc21	-12%
O=C(Nc1ccc2nc(SCC(=O)N3CCCC3)sc2c1)c1ccc(Br)cc1	8%[76.3 µM]
CC(=O)c1ccc(NC(=O)CCNC(=O)c2ccccc2Cl)cc1	1%
O=C(CSc1n[nH]c(=O)n1-c1ccccc1)Nc1ccccc1C(F)(F)F	0%[76.3 µM]
O=C(NCCc1ccc(O)c(O)c1)C1COc2ccccc2O1 (configuration not stated)	-12%

As entered above.
GAA glycogen, CCOC(=O)CN1C(=O)/C(=C/c2ccc(Cl)cc2)Oc2ccccc21 = -12%
GAA glycogen, COc1ccccc1N(CC1CO1)S(=O)(=O)c1ccc(C)cc1 (configuration not stated) = 3%[76.3 µM]

(more compounds)
SMILES	GAA glycogen
CCCc1ccc2oc(C(=O)N(C)Cc3cnccn3)c(C)c2c1	8%[76.3 µM]
Clc1nc(-c2ccccc2)c2ccccc2n1	-1%[76.3 µM]
COc1ccccc1NS(=O)(=O)c1ccc(C(=O)NCC(c2ccccc2OC)N(C)C)cc1 (configuration not stated)	-3%[76.3 µM]
CC1CCN(C(=O)COC(=O)Cc2c[nH]c3ccccc23)CC1	-20%[76.3 µM]
Cc1cccc(N(Cc2ccccc2)C(=O)c2ccccc2F)c1	-7%[76.3 µM]
O=C(NCCNC(=O)c1cc(F)cc(F)c1)c1cc(F)cc(F)c1	3%
O=C(NN=C1CCCC1)c1cccc(Br)c1	-1%[76.3 µM]
CC(C)CC(OC(=O)c1ccco1)C(=O)NC1CCCC1 (configuration not stated)	-2%
Cc1cc(N2C(=O)C(O)=C(C(=O)c3ccco3)C2c2ccc(Cl)cc2)no1 (configuration not stated)	-2%[76.3 µM]
COc1ccccc1OCC(=O)NNC(=O)c1ccc2c(=O)n3c(nc2c1)CCC3	2%[76.3 µM]
CC(C)c1ccc(N(CC(=O)NC(C)(C)C)C(=O)CCC(=O)Nc2nccs2)cc1	15%[76.3 µM]
O=C(COc1ccccc1)N=C1SC2CS(=O)(=O)CC2N1c1cccc(F)c1 (configuration not stated)	-1%[76.3 µM]
CCCCSCCCNC(=O)c1ccc(CS(=O)(=O)c2ccccc2OC)o1	0%
Cc1cc(C)cc(C(=O)Nc2nc3ccccc3[nH]2)c1	5%
Cc1cc(C(=O)Nc2c(F)cc(F)cc2Br)n(-c2ccccc2)n1	1%
C/C(=N\NC(=O)C(O)c1ccccc1)c1ccc(Br)s1 (configuration not stated)	-1%
COCCC(=O)N1CCC(Oc2ccc(C(=O)N3CCCCC3CCO)cc2)CC1 (configuration not stated)	-8%[76.3 µM]
Cc1ccc(OCC(=O)Oc2ccc(C(C)C)cc2)cc1	-3%[76.3 µM]
O=C(CSc1nnc(NC(=O)c2ccccc2F)s1)NCc1ccc(F)cc1	-1%[76.3 µM]
Cc1cc2c(cc1S(=O)(=O)N(C)C1CCCCC1)OCC(=O)N2	6%[76.3 µM]
O=C(c1cccs1)N1CCC(c2nc3c(nnn3Cc3c(Cl)cccc3Cl)c(=O)[nH]2)CC1	-8%
Cc1csc2ncnc(N3CCN(S(=O)(=O)c4cccc(C(F)(F)F)c4)CC3)c12	-9%[76.3 µM]
Cc1ccc(OCc2cc(C(=O)N(C)CC3CCOCC3)no2)cc1C	?
O=C(Nc1ccc(F)cc1F)c1ccc2c(c1)OCCO2	-2%
COc1cccc(N=C2NC(=O)/C(=C/c3cc([N+](=O)[O-])ccc3O)S2)c1	3%
SMILES	GAA glycogen
CC(C)Oc1ccc(CN2CCCC(CO)(Cc3ccccc3)C2)cc1CO (configuration not stated)	8%[76.3 µM]
Cc1cccc(-c2nc(CN3CCN(Cc4cccc(F)c4)CC3)c(C)o2)c1	-10%[76.3 µM]
Cc1ccc(S(=O)(=O)NC(=O)Nc2c(C)cccc2C)cc1	-1%
C=CCn1c(=O)c2c(nc3n2CCCN3CCc2ccc(OC)c(OC)c2)n(C)c1=O	8%
COc1ccc(NC(=O)CN(C)C(=O)c2cc3c(s2)CCC(C)C3)cc1 (configuration not stated)	5%[76.3 µM]
COc1cccc2[nH]c(C(=O)NCCc3ccccc3)cc12	0%
CC(=O)N1CCCc2cc(S(=O)(=O)N3CCCC(C(=O)Nc4cccc(F)c4)C3)ccc21 (configuration not stated)	-10%[76.3 µM]
CC(=O)c1c(Cl)nc2ccc(Br)cc2c1-c1ccccc1	-3%[76.3 µM]
O=C(NCCN1CCCCC1)Nc1ccc([N+](=O)[O-])cc1	2%[76.3 µM]
COc1ccc(CNC(=O)CN2CCN(c3cccc(C)c3C)CC2)cc1	-2%
CN(C(=O)CCS(=O)(=O)c1ccc2c(c1)oc(=O)n2C)C1CCCCC1	-17%[76.3 µM]
CCOc1ccc(NC(=O)c2c(NC(=O)CNCCN3CCOCC3)sc3c2CCC3)cc1	?
COc1ccc(C(=O)Nc2ccccc2C(=O)NCc2ccco2)cc1	1%[76.3 µM]
Cn1cc(CC(=O)NCc2ccc(F)cc2)c2ccccc21	-14%
Cc1ccc(CSc2nc3ccc(NC(=O)CC(C)C)cc3s2)cc1	8%[76.3 µM]
CC(=O)c1sc(NC(C)c2ccccc2)nc1C (configuration not stated)	-9%[76.3 µM]
CCN(CC)C(=O)Cn1c(=O)n(CCC(=O)Nc2ccc(F)cc2)c(=O)c2sccc21	0%[76.3 µM]
Nc1ccccc1Nc1c(F)c(F)nc(F)c1Cl	?
Cc1ccccc1C(=O)NCCCNC(=O)c1ccco1	-15%
CC(C)Oc1ccc(/C(O)=C2/C(=O)C(=O)N(CCN3CCNCC3)C2c2ccc(C(C)C)cc2)cc1 (configuration not stated)	-2%
COc1ccc(C(=O)CCc2ccccc2)cc1	1%
COc1cccc(N2CCN(S(=O)(=O)c3ccc(-c4coc(C)n4)cc3)CC2)c1	-16%[76.3 µM]
Cc1ccc(OC(=O)c2cc(-c3ccc4c(c3)OCCO4)on2)c(C)c1	7%[76.3 µM]
CCOc1cc(/C=C/C(=O)O)ccc1OCCOc1ccc(F)cc1	5%
Cc1cccc(OC(=O)CSc2nnc(-c3ccc4c(c3)OCO4)o2)c1C	?
SMILES	GAA glycogen
O=C1C=C(O)c2cccc3cccc1c23	-4%[76.3 µM]
COc1ccc(CC(=O)Nc2ccccc2C(=O)NCCc2ccccc2)cc1	-5%[76.3 µM]
Cn1nnnc1SCCNC(=O)C1CCC(=O)N(Cc2ccc(Cl)cc2)C1 (configuration not stated)	2%[76.3 µM]
CCN(CC)C(=O)CSc1nnc(-c2c[nH]c3ccccc23)o1	-5%[76.3 µM]
Cc1ccc(C(=O)NCCc2nnc3ccc(SCC(=O)NCc4ccc(F)cc4)nn23)cc1	6%[76.3 µM]
CN(Cc1nc(-c2ccc(Cl)cc2)no1)C(=O)CCN1C(=O)[C@H]2CC=CC[C@H]2C1=O	-9%[76.3 µM]
CC(C)(C)OC(=O)N1CSC[C@H]1C(=O)NC[C@H](CC(=O)O)c1ccc(Cl)cc1	-5%
COc1cccc(-c2nc3c(c(SCc4ccccc4)n2)Cc2c(CO)cnc(C)c2O3)c1	-8%[76.3 µM]

Filtered by structure: the compounds so far containing an aryl thioether with sulfur outside any ring (13)
SMILES	GAA glycogen
N#Cc1c(-c2ccc(F)cc2)cc(-c2cccs2)nc1SCC(=O)O	3%
CCn1c(SCC(=O)NC2CC2)nnc1-c1ccc(OC)cc1	4%[76.3 µM]
CCN(C(=O)c1cccnc1SC)C12CC3CC(CC(C3)C1)C2	3%[76.3 µM]
O=C(CCNS(=O)(=O)c1ccccc1C(F)(F)F)NCCCSc1ccccc1	-3%[76.3 µM]
O=C(Nc1ccc2nc(SCC(=O)N3CCCC3)sc2c1)c1ccc(Br)cc1	8%[76.3 µM]
O=C(CSc1n[nH]c(=O)n1-c1ccccc1)Nc1ccccc1C(F)(F)F	0%[76.3 µM]
O=C(CSc1nnc(NC(=O)c2ccccc2F)s1)NCc1ccc(F)cc1	-1%[76.3 µM]
Cc1ccc(CSc2nc3ccc(NC(=O)CC(C)C)cc3s2)cc1	8%[76.3 µM]
Cc1cccc(OC(=O)CSc2nnc(-c3ccc4c(c3)OCO4)o2)c1C	?
Cn1nnnc1SCCNC(=O)C1CCC(=O)N(Cc2ccc(Cl)cc2)C1 (configuration not stated)	2%[76.3 µM]
CCN(CC)C(=O)CSc1nnc(-c2c[nH]c3ccccc23)o1	-5%[76.3 µM]
Cc1ccc(C(=O)NCCc2nnc3ccc(SCC(=O)NCc4ccc(F)cc4)nn23)cc1	6%[76.3 µM]
COc1cccc(-c2nc3c(c(SCc4ccccc4)n2)Cc2c(CO)cnc(C)c2O3)c1	-8%[76.3 µM]

Compound activity as filed in PubChem.
